Tb PYK inh: qHTS of Trypanosoma Brucei Inhibitors; pyruvate kinase (Trypanosoma brucei), Q57TT1; TbPYK enzyme, Kinase-Glo Plus ATP luminescence, 45 min; Potency, µM (titrated, usually from 76.8 µM), without a hit: at the highest dose activity, negative = inhibition, hits mostly inhibitors; hit rate 0.12% among 410,000; AID 624173, 2012; active = well fitted inhibition curve with a large enough effect; inconclusive = small, poorly fitted or top-dose-only effect; note: nearly all actives have a fitted effect of over 50% in size
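Glycolytic pyruvate kinase of T. brucei was incubated with substrate, test compound and 130 uM ADP for 45 minutes at room temperature. Luminescent Kinase-Glo Plus signal was measured after 10 minutes.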
Active calls of the source: *; ? = inconclusive; [ ] = another dose, or the depositor's remark. % is set by controls: 0 for no effect and ±100 for the full control effect; potency is the fitted concentration of half-maximal effect.

SMILES	Tb PYK inh
CC(=O)c1cccc(N2C(=O)CN(S(C)(=O)=O)CC2(C)C(=O)NC2CCCC2)c1 (stereo not drawn)	3.7%[15.4 µM]
CC(=O)c1ccc2c(c1)N(Cc1ccccc1Cl)C(=O)C(C)S2 (stereo not drawn)	1.4%
CC(Oc1ccccc1)C(=O)N1CCC2(CC1)Oc1ccc(F)cc1C(=O)C21CC(c2ccc(Cl)cc2)=NO1 (stereo not drawn)	-3.0%
O=C(O)c1ccc(-c2noc(-c3cccc(F)c3)n2)cc1	5.9%
CC(=O)c1cccc(NC(=O)c2cnn(-c3cccc(C)c3)c2-n2cccc2)c1	13.0%[15.4 µM]
COc1ccc(C(=O)Oc2c(CN3CCOCC3)cc(Cl)c3cccnc23)cc1OC	-9.6%
Cc1ccc(CCNC(=O)c2cc(-c3ccccc3)n[nH]2)cc1	-6.9%
CS(=O)(=O)Nc1ccc2c(c1)[C@H]1C[C@H](CC(=O)NCc3cccc(F)c3)O[C@@H](CO)[C@H]1O2	8.0%
Cc1cccc(C(C)C)c1NC(=O)c1ccc2c(c1)CCN2S(C)(=O)=O	-4.1%
COc1ccc(Cl)cc1NC(=O)CSc1cn(CC(=O)N2CCCCC2)c2ccccc12	-5.4%
Cc1ccccc1C(=O)NCCc1csc(-c2ccc(C(F)(F)F)cc2)n1	-4.8%
O=C(Nc1ccc(F)c(Cl)c1)c1csc(COCCO)n1	1.4%
CCCc1nnc(NC(=O)c2nc(SCC)ncc2Cl)s1	0.1%
Cc1ccc(-c2nc3ccccn3c2Nc2ccc3c(c2)OCO3)cc1	-1.4%
COCCCNC(=O)c1ccc(NC(=O)c2nsc3ccccc23)cc1	6.4%
Cc1ccc(S(=O)(=O)NCCc2nnc3ccc(SCc4cccc(F)c4)nn23)cc1	-9.5%
Brc1cccc(CNn2cnnc2)c1	2.8%
N#Cc1ccc(CN2CCCC3(CCNCC3)C2)cc1	-1.0%
CCCC#Cc1ccc2c(c1)O[C@@H](CN(C)Cc1ccc3c(c1)OCO3)[C@H](C)CN([C@@H](C)CO)S2(=O)=O	-12.3%
CCOc1ccc(CNC(=O)Cn2ncc3c(=O)oc4ccc(C)cc4c32)cc1	2.1%
COc1ccc(NC(=O)C[C@H]2C(=O)N(c3ccc(OC)cc3)C[C@@H]2C)cc1	-2.9%
COc1ccc(-n2c(=O)cnc3cnc(Oc4cccc(Cl)c4)nc32)cc1	-1.5%
OC[C@@H]1CN(Cc2ccco2)C[C@H](n2cnc3c(Nc4ccccc4)ncnc32)O1	-8.5%
CC1=C(C(=O)N(C(C)C)C(C)C)CC(CC(=O)NC2CC2)C(=O)N1Cc1ccc(F)cc1 (stereo not drawn)	0.5%
COC(=O)c1ccc(Cl)cc1NC(=O)NC(C)c1c(-n2cccc2)sc(C)c1C (stereo not drawn)	-3.8%
CCOc1ccc(NC(=O)c2c(NCc3ccc(C)o3)sc3c2CCC(C)C3)cc1 (stereo not drawn)	-16.6%
CN1CCN(c2ccc(CNC(=O)C3Cc4c(-c5ccccc5)ccnc4O3)cc2)CC1 (stereo not drawn)	6.0%
C[C@@H]1CN([C@@H](C)CO)S(=O)(=O)c2ccc(Br)cc2O[C@H]1CN(C)C(=O)c1ccccc1F	-1.2%
CCc1ccc(NC(=O)C(C)OC(=O)CCN2C(=O)C3CC=CCC3C2=O)cc1 (stereo not drawn)	0.3%
Cc1ccc(Nc2c(-c3ccc(C)o3)nc3cccc(C)n23)cc1	-13.5%
COc1ccc(CN(Cc2ccco2)C(=O)COc2ccc(Cl)cc2C)cc1	-2.8%
Cc1cc(NC(=O)CSCC(=O)OCC(=O)c2ccc(Br)cc2)no1	-0.6%
O=S(=O)(O)c1cccc2cccc(Nc3ccccc3)c12	-8.8%
CC(=O)N(c1ccccc1)c1ccccc1[N+](=O)[O-]	-15.5%
CCOc1ccc(-c2nc(Cn3c(=O)cc(C)c4c(C)nn(-c5ccccc5)c43)c(C)o2)cc1	2.3%
O=S(=O)(c1cccs1)N1CCCCC1	-0.7%
O=C(Nc1ccc(Br)cc1C(=O)c1ccccc1)c1ccccc1	-8.4%
CCOC(=O)COc1ccc(CC)cc1C(=O)c1ccn2nc(-c3ccc(F)cc3)cc2n1	-3.1%
Cn1nc(-c2ccccc2F)c2cc(C(=O)Nc3cc(F)ccc3F)sc21	0.6%
O=C(NCc1ccccc1)/C(=C\c1ccc(F)cc1)NC(=O)c1ccco1	-0.1%
CCn1c2c(c(=O)n3ncc(C(=O)Nc4ccc(F)cc4Cl)c13)CN(Cc1ccc(OC)cc1)CC2	?
CC(C)(C)n1nc(Cc2cccc3ccccc23)c2c(N)ncnc21	-9.2%
CCOC(=O)[C@]12CCCC=C1N(Cc1ccc3c(c1)OCO3)C(=O)[C@H](CC(=O)NCCCN1CCCC1=O)C2	-13.3%
COc1ccc(NC(=O)C(c2ccccc2)N2Cc3ccccc3C2=O)cc1 (stereo not drawn)	0.6%
COc1cc(NC(=O)C2CCCN(S(=O)(=O)c3cn(C)cn3)C2)cc(OC)c1 (stereo not drawn)	-9.1%
CCc1nc2ccc(C(=O)Nc3cccc(OCC(=O)N(C)C)c3)cn2c1N(CC)CCN(C)C	-4.5%
COc1ccc(S(=O)(=O)Nc2ccc3c(c2)CCCN3S(=O)(=O)c2ccc(C)cc2)cc1F	-13.2%
C=CCSc1nnc(NC(=O)c2ccc3c(c2)OCCO3)s1	4.4%
CCCSc1ncc(Cl)c(C(=O)Nc2nc3ccc(OCC)cc3s2)n1	0.0%
CCN(C(=O)Cn1cnc2onc(-c3ccc(F)cc3)c2c1=O)c1ccc(OC)cc1	-0.3%
Cc1cccc(C)c1NC(=O)CCSc1nc(-c2ccc3c(c2)OCO3)cc(C(F)(F)F)n1	3.1%
COc1ccc(S(=O)(=O)NCC(c2ccc(N(C)C)cc2)N2CCc3ccccc32)cc1F (stereo not drawn)	-7.9%
CCc1ccccc1NC(=O)c1cnc2sc(N3CCCC3)nn2c1=O	4.2%
COCCCNC(=O)Cn1c(=O)n(-c2cccc(C)c2)c(=O)c2c3c(sc21)CN(C(C)=O)CC3	-3.4%
C[C@H](CO)N1C[C@H](C)[C@@H](CN(C)S(=O)(=O)c2ccc3c(c2)OCCCO3)OCc2cnnn2CCCC1=O	1.3%
Cc1cccc(NC(=O)c2ccc(-c3nc(CSc4ccccc4)c(C)o3)cc2)c1C	-9.4%
O=C(NC1CC(=O)N(c2ccccc2)C1)c1ccc(Br)o1 (stereo not drawn)	1.8%
Cc1ccccc1CNC(=O)c1ccccc1NC(=O)c1nsc2ccccc12	0.1%[15.4 µM]
Cc1ccc(NC(=O)CSc2ccc(-c3cccs3)nn2)cc1Cl	0.6%
COc1ccccc1NC(=O)C1=C(C)Nc2nc3ccccc3n2C1c1cccc(Br)c1 (stereo not drawn)	0.0%
(cont.)
SMILES	Tb PYK inh
O=c1cc(-c2ccccc2)n(S(=O)(=O)c2ccc3ccccc3c2)o1	-3.1%
O=[N+]([O-])c1ccc(COc2ccccc2CN2CCCC2)cc1	2.3%
Cc1ccc(S(=O)(=O)N2CCCCC2)cc1NC(=O)C1COc2ccccc2O1 (stereo not drawn)	2.8%
O=[N+]([O-])c1ccc(S(=O)(=O)NCc2nc3cccnc3n2Cc2ccccc2Cl)cc1	-1.3%
O=C(c1csnn1)N1CCC2(CC1)CN(c1ncccn1)C2	0.6%
CCOc1ccc(S(=O)(=O)c2cn(Cc3ccc(OC)cc3)c3ccc(F)cc3c2=O)cc1	0.8%
CN(Cc1cnn(-c2ccccc2)c1)C(=O)c1ccc(S(=O)(=O)NCc2ccco2)cc1	3.0%
COc1cccc(/C=N/NC(=O)c2cccc3ccccc23)c1OC	-11.4%
COCCNC(=O)c1c(-c2ccccc2)c(-c2ccccc2)nn(C)c1=O	-1.8%
Fc1ccc(Nc2ncnc3c2nc2n3CCCC2)cc1	13.5%
CN(C)c1ccc(-c2csc(C(O)c3ccccc3)n2)cc1 (stereo not drawn)	5.6%
COc1ccccc1NC(=O)N(O)C1(C#N)CCCCC1	-8.9%
COc1ccc(-c2cc(C(=O)N(C)CC(=O)Nc3ccccc3C(F)(F)F)c3ccccc3n2)cc1OC	-11.5%
Cn1c(=O)c2nc(SCC(=O)Nc3ccc(Cl)c(Cl)c3)n(C)c2n(C)c1=O	0.4%
O=C1C=C(N2CC2)c2ccccc2C1=O	-3.7%
CN1CCCC1c1ccc(=O)[nH]c1 (stereo not drawn)	8.6%
CC(C)(C)OC(=O)N1CCC(C(=O)Nc2ccc(C(=O)N3CCCC3)cc2)CC1	3.4%
COC(=O)C[C@H]1C[C@H]2c3cc(NC(=O)Nc4ccc(C(F)(F)F)cc4)ccc3O[C@H]2[C@@H](CO)O1	4.4%
COc1cccc(CC(=O)Nc2ccc(N3CCOCC3)c(S(=O)(=O)Nc3ccccc3OC)c2)c1	-16.8%
O=c1[nH]c2ccccc2n1C1CCN(C(c2nnnn2C2CCCC2)C2CC2)CC1 (stereo not drawn)	-9.1%
Cc1ccc(NC(=O)N2CC2)cc1NC(=O)N1CC1	4.7%
CC1CC2C3CCC4=CC(=O)C=CC4(C)[C@@]3(Cl)C(O)CC2(C)C1(O)C(=O)CO (stereo partly drawn)	-3.0%
CN1CC(=O)N(CC(=O)Nc2cccc(C#N)c2)c2ccccc2C1=O	0.8%
O=C(NC(c1ccc(F)cc1)c1ccc2ccccc2n1)C1CCN(CCOc2ccc(Cl)cc2)CC1 (stereo not drawn)	-0.8%
O=C(NCCN1CCC(n2c(=O)[nH]c3ccccc32)CC1)c1cccc2c1-c1ccccc1C2=O	-9.3%
NC(=O)c1ccc(NC(=O)C2CCN(S(=O)(=O)Cc3ccccc3)CC2)cc1	0.4%
COc1ccc(Cc2nc3ccc(C(=O)NCCc4ncccc4C)cc3o2)cc1OC	-4.1%
Cc1ccc(S(=O)(=O)c2nnn(-c3ccc(F)c(Cl)c3)c2N)cc1	-2.1%
CCOC(=O)c1[nH]c2c(c1Cc1ccccc1)C(=O)CC(c1ccc(C(C)(C)C)cc1)C2 (stereo not drawn)	3.4%
COc1ccccc1CNC(=O)CSCc1nc(-c2ccc(OC)c(OC)c2)oc1C	-2.1%
CCOC(=O)c1c(Nc2cccc(C(=O)OC)c2)nnc(-c2ccccc2)c1-c1ccccc1	-2.5%
Cc1ccc(-c2nc(S(=O)(=O)c3ccc(C)cc3)c(N3CCN(c4ccccc4)CC3)o2)cc1	-2.7%
COc1ccc(NC(=O)CCCOc2ccc(C(C)=O)cc2)cc1S(=O)(=O)N1CCCCC1	0.9%
CC(C)(C)c1cc(C2COC(=O)COCCOCC(=O)OCCOCCO2)cc(C(C)(C)C)c1O (stereo not drawn)	-1.0%
COc1ccc2c(C)c(CCC(=O)NCc3ccc(OC)c(OC)c3)c(=O)oc2c1	-2.8%
COc1ccc(-c2nc3c(C)cc(Br)cn3c2CC2CCCCC2)cc1OC	3.7%
COc1cccc(N2CCN(C(=O)C3CCN(C(=O)Nc4ccccc4)CC3)CC2)c1	-5.4%
O=c1[nH]cnc2ncc(-c3ccc(O)cc3)nc12	-6.2%
CCc1ccc(NC(=O)Cn2c(=O)n(CCCC(=O)NCc3ccc4c(c3)OCO4)c(=O)c3ccccc32)cc1	7.2%
COc1cccc(-c2cnc(C(O)c3ccc(CN4CCCC4)cc3)[nH]2)c1 (stereo not drawn)	-2.5%
Cc1cccc(N2CCN(C(=O)c3sc4nc5n(c(=O)c4c3C)CCC5)CC2C)c1 (stereo not drawn)	-4.2%
Nc1c(C(=O)Nc2ccc(C(=O)O)cc2)sc2nc3c(cc12)CCCC3	6.4%
Cc1cc([N+](=O)[O-])ccc1NC(c1nnc(-c2ccccc2)o1)c1ccccc1F (stereo not drawn)	15.9%
Cc1ccc(S(=O)(=O)n2cc(CO)c3ccccc32)cc1	5.8%
CNC[C@@H]1Oc2cc(Br)ccc2S(=O)(=O)N([C@@H](C)CO)C[C@@H]1C	-11.2%
CCOc1ccc(NCc2cccn2-c2nnc(N3CCC(C(=O)NC(C)c4ccccc4)CC3)s2)cc1 (stereo not drawn)	-4.7%
CC(C)CCNc1nc2c(-c3ccccc3)nnn2c2ccccc12	10.3%
CCc1ccc(NC(=O)C2CCCN(c3nn4cc(-c5ccc(OC)cc5)nc4s3)C2)cc1 (stereo not drawn)	-5.5%[15.4 µM]
COc1ccccc1-c1c(C)nn2c(-c3ccccc3)cc(-c3ccccc3)nc12	-7.2%
CC(C)(C)c1ccc(C(=O)Nc2ccc(C(=O)OCc3cc(=O)n4ccsc4n3)cc2)cc1	4.2%

Assay outcomes as filed in PubChem.

Not all compounds are listed, so the mix of outcomes need not match the whole.
